Compound activity (PubChem)
Giardia killer = kills Giardia lamblia. Giardia lamblia trophozoite viability. hit rate 0.15% among 340,000. activity change, % at 7.66 µM, hits read low; in the data active means activity change below about -80%; inconclusive means between about -30% and that limit;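 further: parasites exposed to compound for two days anaerobically before the ATP read; on the % scale 0 is the no-effect control and ±100 the full control effect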
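Compounds were tested on trophozoites seeded at 100 cells/well and held 48 hrs at 37 deg C anaerobically. An ATP-based luminescent kit measured the remaining live cells.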
FBPA coupling cs = coupling enzyme interference in Giardia aldolase counter-screen; hit rate 0.67% among 290,000; activity change, negative = inhibition, % at 58.2 µM, hits read low; coupling enzyme system counterscreen, AmpLite Red fluorescence; in the data active means activity change below about -30%; further: on the % scale 0 is the no-effect control and ±100 the full control effect
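First, compound is pin-transferred into glyceraldehyde-3-phosphate coupling-enzyme reagent at 57.5 uM final and held 10 min at RT. Next, substrate, coupling system and AmpLite Red are added. After 20 min RT, fluorescence (525/598 nm) is read.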
KCNH2 3.1 inh = KCNH2 3.1 (human) potassium channel inhibition; U2OS KCNH2 3.1, thallium flux FluxOr; active compounds read low; activity change, % (tested at about 1.8 µM); hit rate 0.95% among 340,000; AID 720553;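 active means maximum activity change below -70%; inconclusive means maximum activity change from -70% to -50%; inactive means maximum activity change above -50%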;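 further: thallium influx rate constant from kinetic fluorescence after stimulation buffer; on the % scale 0 is the no-effect control and ±100 the full control effect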
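Steps: virus added to U2OS suspension (4 h, RT, dark); medium with 10% FBS added, cells plated, 37 C overnight; FluxOr/Red40 loading buffer 45 min RT; stimulation buffer, 2 min kinetic read; rate constant normalized.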
Tb PFK block = T. brucei PFK enzyme inhibition. AID 485367. T. brucei PFK, ADP-Glo luminescence. O15648. hit rate 0.17% among 330,000. Potency, µM (top dose mostly 57.5 µM), for the others: at the top dose activity, negative = inhibition, actives largely listed as inhibitors;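 further: potency means the concentration at half of the fitted maximal effect; 0% = uninhibited 1x PFK enzyme wells and -100% = no-enzyme wells; nearly all actives have a fitted effect of over 60% in size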
Target sequence (O15648 whole entry, looked up): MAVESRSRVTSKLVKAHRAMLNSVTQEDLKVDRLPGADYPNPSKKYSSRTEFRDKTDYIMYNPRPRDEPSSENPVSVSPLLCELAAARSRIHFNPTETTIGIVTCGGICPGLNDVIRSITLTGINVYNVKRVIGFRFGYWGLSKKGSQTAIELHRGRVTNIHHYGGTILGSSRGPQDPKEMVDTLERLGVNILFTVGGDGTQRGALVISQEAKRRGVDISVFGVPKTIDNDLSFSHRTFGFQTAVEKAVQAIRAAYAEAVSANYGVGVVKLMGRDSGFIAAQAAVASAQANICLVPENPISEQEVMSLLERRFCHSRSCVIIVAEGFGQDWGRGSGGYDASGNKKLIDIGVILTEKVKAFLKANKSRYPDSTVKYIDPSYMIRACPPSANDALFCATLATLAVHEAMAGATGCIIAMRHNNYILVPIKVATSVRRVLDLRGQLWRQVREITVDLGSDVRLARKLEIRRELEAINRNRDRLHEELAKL
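Compounds were pin-transferred as a titration series up to 57 uM into substrate buffer (0.5 mM F6P, 0.1 mM ATP, pH 8.0), then 1.25 nM PFK was added and reactions ran 45 min before ADP-Glo detection.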
Rab9 prom act = Rab9 promoter activation; Huh7 Rab9 promoter-luciferase reporter, luminescence, 24 h; Potency, µM (series often up to 9.22 µM), without a hit: at the top dose activation, negative = inhibition, usual class: activators; hit rate 2.8% among 320,000; further: potency means the concentration at half of the fitted maximal effect; % of control where 0% means no effect; nearly all actives have a fitted effect of over 60% in size
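Promoter activation is measured as luciferase luminescence in Huh7 cells stably transfected with a Rab9 promoter–luciferase construct, following 24 h compound exposure at 37 °C and 10 min reagent incubation at ambient temperature.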
VP16 counter = Gal4-VP16 reporter inhibition counter-screen; Drosophila S2 Gal4-VP16 UAS-luciferase, luminescence, 20 h; Potency, µM (top dose mostly 53.6 µM), inactives show top-dose activity, negative = inhibition, actives largely listed as inhibitors; hit rate 3.5% among 310,000; AID 2546;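 further: Gal4-VP16 expression switched on by copper sulfate through the metallothionein promoter; potency means the concentration at half of the fitted maximal effect; on the % scale 0 is the no-effect control and ±100 the full control effect; nearly all actives have a fitted effect of over 50% in size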
uPA generation = blocks generation of uPA at the cell surface; hit rate 0.31% among 330,000; cell surface uPA generation assay, qHTS; Potency, µM (highest dose often 38.3 µM), for inactives: at the highest dose activity change, negative = inhibition, actives largely listed as inhibitors; active means well fitted inhibition curve with a large enough effect; inconclusive means small, poorly fitted or top-dose-only effect; inactive means no such curve, though single readings can be large or run the other way; tested in mouse RAW 264.7 cells; further: potency means the concentration at half of the fitted maximal effect; on the % scale 0 is the no-effect control and ±100 the full control effect; nearly all actives have a fitted effect of over 55% in size
ELG1 genotoxic = induces genotoxicity in HEK293T cells with luciferase-tagged ELG1 | hit rate 1.3% among 330,000 | AID 504466 | HEK293T ELG1-luciferase reporter, luminescence, 16 h | Potency, µM (titrated, usually from 46 µM), for the others: at the highest dose activity change, positive = activation, most hits filed as activators; further: potency means the concentration at half of the fitted maximal effect; % of control where 0% means no effect; nearly all actives have a fitted effect of over 60% in size
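Genotoxic stress is detected as increased luminescence from luciferase-tagged ELG1 in HEK293T cells, measured with ONE-Glo after a 16 hr treatment at 37 °C.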
FLuc modulator = counter-screen for miR-21 project: firefly luciferase inhibitors or activators; P08659; purified FLuc, Km substrates, luminescence inhibition; Potency, µM (titrated, usually from 57.5 µM), inactives show at the top dose activity change, negative = inhibition, most hits filed as inhibitors; hit rate 6.9% among 360,000; AID 588342;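 further: potency means the concentration at half of the fitted maximal effect; plate controls were vehicle for no effect and reference inhibitor for full effect; nearly all actives have a fitted effect of over 55% in size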
Target sequence (P08659 whole entry, looked up): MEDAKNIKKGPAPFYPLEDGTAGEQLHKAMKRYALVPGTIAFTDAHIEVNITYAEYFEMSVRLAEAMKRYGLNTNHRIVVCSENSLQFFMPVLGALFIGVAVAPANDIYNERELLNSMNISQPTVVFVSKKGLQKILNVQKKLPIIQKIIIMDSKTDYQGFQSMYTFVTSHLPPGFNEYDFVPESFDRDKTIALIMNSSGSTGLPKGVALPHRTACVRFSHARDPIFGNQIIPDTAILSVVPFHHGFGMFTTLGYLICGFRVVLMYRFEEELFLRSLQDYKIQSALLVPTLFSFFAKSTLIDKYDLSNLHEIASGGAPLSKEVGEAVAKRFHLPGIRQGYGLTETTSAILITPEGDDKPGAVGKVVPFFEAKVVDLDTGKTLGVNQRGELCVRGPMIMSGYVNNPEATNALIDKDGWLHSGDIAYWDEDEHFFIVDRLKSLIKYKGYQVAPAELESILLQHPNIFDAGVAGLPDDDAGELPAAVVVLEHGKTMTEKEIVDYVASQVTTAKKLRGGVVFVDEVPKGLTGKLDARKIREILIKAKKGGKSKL
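Purified P. pyralis luciferase, 10 nM final, with Km-level 10 uM D-luciferin and 10 uM ATP in 50 mM Tris acetate pH 7.5, 10 mM Mg acetate, 0.01% Tween-20, 0.05% BSA; 6-point qHTS titration about 60 µM downward; luminescence read.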
NPC1 promoter act = activators of NPC1 promoter; Huh7 NPC1 promoter luciferase reporter, 24 h; Potency, µM (doses to about 9.22 µM), for the others: at the top dose activation, hits mostly activators; hit rate 2.4% among 320,000;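 further: potency means the concentration at half of the fitted maximal effect; % of control where 0% means no effect; nearly all actives have a fitted effect of over 60% in size; reporter is driven by a mutant NPC1 promoter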
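Luciferase expression driven by the NPC1 promoter was measured in stably transfected Huh7 cells after a 24 h compound incubation, using a luciferase reagent and a luminescence read.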
RORgamma inh = inhibitors of mouse ROR gamma transcriptional activity | P51450 | Drosophila S2 Gal4-RORgamma UAS-luciferase reporter, 20 h | Potency, µM (series often up to 53.6 µM), for the others: at the top dose activity change, negative = inhibition, usual class: inhibitors | hit rate 5.4% among 310,000 | AID 2551; further: potency means the concentration at half of the fitted maximal effect; on the % scale 0 is the no-effect control and ±100 the full control effect; nearly all actives have a fitted effect of over 60% in size
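Schneider cells (Drosophila), stable Gal4 DBD–ROR gamma + UAS-luc; 1 hr cmpd preincubation; Cu2+ induction 700 uM final; 20 hr ambient; luminescence.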
* = called active by the depositor; u = inconclusive; x = not tested or not shown; & = joins results of further samples; [ ] = remark or other dose. Unless noted, the call rests on the fitted dose curve; in most records, active means well fitted curve in the direction sought with a large enough effect; inconclusive means small, poorly fitted or top-dose-only effect, or another doubt; inactive means no such curve, though single readings can be large; an effect the other way counts as inactive or inconclusive. Not a hit list; any-hit rate near 14%.

Start of the data: the first 3 records (preview)
Fields: Giardia killer	FBPA coupling cs	KCNH2 3.1 inh	Tb PFK block	Rab9 prom act	VP16 counter	uPA generation	ELG1 genotoxic	FLuc modulator	NPC1 promoter act	RORgamma inh
[1] CC(=O)c1ccc(S(=O)(=O)Nc2ccc(C(=O)NCC(c3cccs3)N3CCOCC3)cc2)cc1 (stereo not given)
    -4.4	x	12.2	-0.3%	-5.1%	x	-15.6%	10.8%	4.2%	-1.7%	x
[2] CC(C(=O)N1CCN(Cc2ccccc2)CC1)n1ncn2cccc2c1=O (stereo not given)
    2.2	-1.8	17.6	0.1%	0.0%	4.1%	1.4%	4.7%	1.7%	-1.7%	-13.4%
[3] Cc1ccc(OCCOCCn2cnc3ccccc3c2=O)c([N+](=O)[O-])c1
    3.9	-0.7	-4.9	-1.3%	3.0%	17.1%	0.5%	-1.2%	-2.0%	-3.4%	26.5%

This part in full, from the first entry:
Fields: Giardia killer	FBPA coupling cs	KCNH2 3.1 inh	Tb PFK block	Rab9 prom act	VP16 counter	uPA generation	ELG1 genotoxic	FLuc modulator	NPC1 promoter act	RORgamma inh
[1] CC(=O)c1ccc(S(=O)(=O)Nc2ccc(C(=O)NCC(c3cccs3)N3CCOCC3)cc2)cc1 (stereo not given)
    -4.4	x	12.2	-0.3%	-5.1%	x	-15.6%	10.8%	4.2%	-1.7%	x
[2] CC(C(=O)N1CCN(Cc2ccccc2)CC1)n1ncn2cccc2c1=O (stereo not given)
    2.2	-1.8	17.6	0.1%	0.0%	4.1%	1.4%	4.7%	1.7%	-1.7%	-13.4%
[3] Cc1ccc(OCCOCCn2cnc3ccccc3c2=O)c([N+](=O)[O-])c1
    3.9	-0.7	-4.9	-1.3%	3.0%	17.1%	0.5%	-1.2%	-2.0%	-3.4%	26.5%
[4] COc1cccc2c(=O)c(C/C=C(/C)Cl)c(C)[nH]c12
    -8.7	-0.2	1.4	-4.8%	-4.1%	-3.8%	-0.7%	2.0%	1.2%	-1.4%	u
[5] O=C(NNC(=O)c1ccc(Cl)c(Cl)c1)c1cccnc1
    -2.2	x	-3.4	-2.9%	1.0%	4.9%	7.1%	12.0%	u	-2.0%	16.0%
[6] O=C(NCc1ccco1)C(=O)NCC1OCCN1S(=O)(=O)c1cc(F)ccc1F (stereo not given)
    3.7	3.2	13.2	-7.8%	-1.8%	-0.8%	-0.7%	1.0%	-1.2%	-0.9%	-1.8%
[7] COCCN=C1OC(=O)N2C(=O)C3=C4[C@@H](C[C@H]5C(=O)N(c6ccccc6)C(=O)[C@H]5[C@H]4[C@@]12Cc1ccccc1)[C@H]1C(=O)N(c2ccccc2)C(=O)[C@H]1[C@H]3C
    -9.6	0.3	-1.7	-4.0%	-3.1%	-19.7%	-1.5%	2.7%	-2.2%	-2.3%	10.4%
[8] COc1ccc(CCNCC(=O)Nc2ccc(OC(F)F)cc2)cc1
    9.5	-2.3	-36.9	-2.4%	1.1%	-3.1%	1.9%	-1.8%	0.0%	-1.7%	-9.9%
[9] CC(=O)CC(C)(C)S(=O)(=O)c1ccc(Oc2ccc(S(=O)(=O)C(C)(C)CC(C)=O)cc2)cc1
    -4.1	0.6	-11.7	1.9%	-1.3%	-0.5%	-0.5%	1.8%	7.1%	-5.9%	u
[10] Cc1cccc(C)c1NC(=O)N1CCC(C(=O)c2ccc(F)cc2)CC1
    -8.4	-0.5	-4.6	3.6%	-2.1%	-15.5%	2.2%	-2.2%	0.5%	-2.6%	40.6%
[11] CC(C)C(=O)Nc1ccc2c(c1)C(=O)N(CCC(=O)O)C2=O
    17.7	0.3	12.9	4.3%	3.8%	-9.6%	-6.9%	0.7%	6.2%	-5.4%	17.6%
[12] Cc1cc(Nc2ccccc2)n(CCOC(=O)COc2ccccc2)n1
    38.0[activator]	1.7	-36.2	4.1%	0.3%	1.2%	7.3%	2.3%	1.4%	0.1%	0.6%
[13] COc1cccc(C(=O)N2CCN(C(=O)c3ccc(-c4ccccc4)cc3)CC2)c1OC
    -26.0	3.2	24.9	-0.4%	0.1%	4.3%	5.0%	-9.1%	3.2%	-3.8%	10.3%
[14] CCCCn1c(N)c(N(CCOC)C(=O)c2cc(-c3ccccc3Cl)nc3ccccc23)c(=O)[nH]c1=O
    1.5	x	-0.7	0.0%	-2.2%	x	3.6%	1.3%	-1.2%	-6.0%	x
[15] CC1(OC(=O)C2CCCC2)C(=O)C=C2C=C(c3ccsc3)N(Cc3ccc4c(c3)OCO4)C=C2C1=O (stereo not given)
    -0.2	-6.6&-13.9	-27.1	-11.1%	-11.8%	-2.5%	6.5%	-1.8%	-1.3%	-5.0%	-8.7%
[16] O=C(Cc1cccc2ccccc12)Nc1cc(Cl)ccc1C(=O)O
    27.0	5.9	x	-1.5%	0.5%	-8.9%	-2.2%	3.1%	-8.9%	0.9%	22.8%
[17] Cc1c(C(=O)OCCOC(C)C)[nH]c2c1C(=O)CC(C)(C)C2
    -2.0	2.4	12.1	-2.6%	13.0%	28.9%	5.0%	11.4%	-2.2%	0.9%	u
[18] CCc1ccc(N(CC(=O)NC2CCCC2)C(=O)CCC(=O)Nc2cc(C)on2)cc1
    13.5	0.2	9.6	-2.6%	-8.6%	9.2%	-1.6%	0.4%	0.0%	-0.2%	18.1%
[19] Cc1ccc(CNC(=O)CSc2nc3ccccc3[nH]2)cc1
    -15.9	0.0	2.5	0.6%	0.7%	x	-0.5%	5.6%	-6.8%	0.2%	x
[20] COc1cc(NC(=O)Cc2ccc(F)cc2)cc(OC)c1OC
    24.0	0.3	3.8	-3.0%	-0.4%	15.3%	-1.8%	-8.1%	-2.5%	-0.8%	u
[21] CC(C)CNS(=O)(=O)c1ccc(CCC(=O)NCCC2=CCCCC2)cc1
    -7.5	4.4	-8.4	0.6%	-1.3%	-7.7%	-21.1%	-11.3%	6.1%	0.9%	35.9%
[22] Cc1[nH]c2ccccc2c1SCCNC(=O)c1ccc(S(=O)(=O)N2CCCC2)cc1
    30.4[activator]	-1.7	-18.0	-0.3%	-0.6%	4.1%	-17.1%	-1.9%	1.1%	-1.2%	u
[23] CNC(=O)/C(C#N)=C/c1c(N(Cc2ccccc2)Cc2ccccc2)nc2ccccn2c1=O
    -3.0	-1.9	-2.2	1.6%	-8.5%	-16.8%	-15.7%	-7.0%	-1.1%	-0.4%	31.1%
[24] CC(C)Nc1oc(Cc2cccc3ccccc23)nc1C#N
    -6.1	0.2	2.0	0.3%	-1.3%	-3.6%	-5.2%	1.1%	-1.0%	-7.0%	u
[25] O=C(Oc1cc2oc(=O)cc(-c3ccccc3)c2cc1Cl)C1CCCCC1
    2.4	7.6	-11.1	0.0%	-4.0%	-11.2%	7.9%	-2.4%	0.3%	0.6%	-10.0%
[26] O=C(CSCc1ccc(Br)cc1)Nc1ccc(S(=O)(=O)N2CCCCCC2)cc1
    4.5	0.1	-17.0	-2.5%[0.46 µM]	0.0%	-13.5%	-10.9%	-13.2%	-0.3%	-0.9%	17.9%
[27] COCCNC(=S)NCc1ccc2[nH]c3c(c2c1)CCCC3
    -4.9	-1.1	-6.1	1.0%	-13.5%	-73.6%	3.4%	-7.9%	-14.4%	-1.6%	20µM*
[28] Cc1[nH]c2ccccc2c1C(=O)C(=O)NCC1CCCO1 (stereo not given)
    u	1.6	-28.3	-3.6%	6.5%	5.9%	3.0%	2.8%	0.0%	-0.1%	17.9%
[29] O=C(NCCc1cccc(C(F)(F)F)c1)C1CCC(=O)N(Cc2ccc(Cl)cc2)C1 (stereo not given)
    -8.7	x	11.7	10.4%	11.8%	3.6%	-1.2%	-1.5%	5.5%	-1.4%	1.0%
[30] OC(C#CCN1CCCCC1)c1ccccc1 (stereo not given)
    -4.5	-1.6	-13.3	2.2%	9.7%	2.1%	-3.2%	7.8%	0.0%	4.6%	0.6%
[31] O=C(NNC(=S)NC(=O)c1ccccc1[N+](=O)[O-])c1ccc(Cl)cc1Cl
    -12.7	3.5	-4.1	6.0%	8.8%	-0.7%	3.1%	-2.2%	u	10.1%	5.62µM*
